From PubChem BioAssay
XBP1 UPR activ – activators of adaptive arm of unfolded protein response (XBP1). CHO-XBP1 luciferase reporter, IRE1-XBP1 UPR activation, luminescence; percent of tunicamycin response, DMSO as zero. activation, % at 20 µM. hit rate 0.33% among 330,000. AID 463104;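 active = versus positive control, 20 µM dose yields 30% or more activation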;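 also: 100% = tunicamycin at 10 µg/mL and 0% = DMSO only wells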
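assay system = CHO-XBP1 luciferase reporter cells | amount = 1000 cells/well | buffer or medium = F12 plus 10% FBS | compound dosing = single point, 20 µM final compound, 1% DMSO | incubation = 16-18 h cell attachment at 37 °C, then 6 h compound exposure | detection = Steady-Glo luminescence read | controls = tunicamycin 10 µg/mL and vehicle-only wells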
EBI2 antag – blocks human EBI2 receptor beta-arrestin signaling | P32249 | EBI2 beta-arrestin recruitment, luminescence, 7a,25-OHC stimulated | inhibition, % at 5 µM | hit rate 0.81% among 360,000 | AID 651636; in the data active = inhibition above about 38%;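 also: enzyme fragment complementation signal reports receptor beta-arrestin coupling in cells; 0% = agonist plus DMSO wells and 100% = wells without agonist; some results beyond the cut were filed as inactive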
tim23-1 inh – tim23-1 yeast growth inhibition | S. cerevisiae tim23-1 growth, BacTiter-Glo luminescence, 24 h | inhibition, % at 20 µM | hit rate 1.3% among 330,000;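 active = growth inhibition of the mutant yeast at or above 50%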;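 also: temperature-sensitive mutant grown at 25 °C; plate controls were DMSO-treated mutant yeast for no effect and medium wells lacking yeast for full effect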
Mdm2-MdmX inh – inhibitors of human Mdm2/MdmX interaction; AID 485346; O15151+Q00987; SaOS-2 split-luciferase Mdm2/MdmX complementation, luminescence; inhibition, % at 8 µM; hit rate 3% among 330,000;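 active = inhibition of at least 50% at 8 µM in the primary screen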
APJ ag – agonists of human APJ apelin receptor | hit rate 0.11% among 330,000 | activation, % at 20 µM | CHO-K1 APJ PathHunter beta-arrestin, luminescence; 0% DMSO wells, 100% apelin;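 active = activation more than six SD over the plate average, tested at 20 µM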;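 also: 0% = DMSO alone and 100% = apelin-13 at 10 nM; some results filed as inactive read as strong as hits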
Target sequence (P35414 whole entry, looked up): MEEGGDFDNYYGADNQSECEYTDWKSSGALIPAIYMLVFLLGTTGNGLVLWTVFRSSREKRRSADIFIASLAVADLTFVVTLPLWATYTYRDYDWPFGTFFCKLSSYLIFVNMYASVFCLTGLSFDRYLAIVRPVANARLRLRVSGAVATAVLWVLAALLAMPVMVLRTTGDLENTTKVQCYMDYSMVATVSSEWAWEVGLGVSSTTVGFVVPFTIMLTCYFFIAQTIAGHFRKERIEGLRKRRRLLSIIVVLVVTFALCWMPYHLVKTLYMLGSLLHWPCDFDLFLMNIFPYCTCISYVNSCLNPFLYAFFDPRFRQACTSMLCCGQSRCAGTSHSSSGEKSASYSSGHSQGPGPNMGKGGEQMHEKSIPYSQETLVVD
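assay system = CHO-K1 APJ beta-arrestin complementation cell line | input = cell density 1000 per well | dosing = compound 20 µM once, DMSO 1% | timing = compound 90 min 25 °C, reagent 1 h | measured by = luminescence from split beta-galactosidase complementation, Galacton Star/Emerald II substrate | read-out basis = APJ agonist activity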
CCR6 antagonist – CCR6 (human) receptor antagonism. P51684. CHO-K1 CCR6 PathHunter beta-arrestin, luminescence, CCL20-stimulated. inhibition, % at 20 µM. hit rate 0.49% among 340,000;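 active = compounds whose inhibition of the agonist-driven luminescence signal at 20 µM reaches about 50%, limit read from the data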;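 also: cells stimulated with CCL20 at 14 nM final; plate controls were DMSO with CCL20 for no effect and DMSO without agonist for full effect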
Target sequence (P51684 whole entry, looked up): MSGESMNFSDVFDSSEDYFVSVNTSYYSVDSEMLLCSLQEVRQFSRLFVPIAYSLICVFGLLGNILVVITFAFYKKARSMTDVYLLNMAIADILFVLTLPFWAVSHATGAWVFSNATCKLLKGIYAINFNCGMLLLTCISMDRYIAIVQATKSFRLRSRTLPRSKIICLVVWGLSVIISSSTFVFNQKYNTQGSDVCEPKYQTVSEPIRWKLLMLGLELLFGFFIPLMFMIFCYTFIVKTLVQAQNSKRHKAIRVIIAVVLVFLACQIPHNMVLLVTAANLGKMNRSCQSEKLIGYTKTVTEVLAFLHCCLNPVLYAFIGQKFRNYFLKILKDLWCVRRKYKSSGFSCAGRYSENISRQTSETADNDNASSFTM
UPR CHOP act – apoptotic UPR (CHOP) activation | activation, % at 10 µM | AID 449763 | CHO-CHOP luciferase reporter, luminescence; percent of tunicamycin response over DMSO baseline | hit rate 0.34% among 330,000;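 active = at 10 µM dose, activation of 40% or more, normalized to positive control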;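 also: 100% = tunicamycin at 10 µg/mL and 0% = DMSO alone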
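System: CHO-CHOP luciferase reporter cell line; amount: 500 cells/well; buffer or medium: F12 medium containing 10% fetal bovine serum; incubation: 6 h compound exposure at 37 °C after overnight seeding; measured by: luciferase luminescence after 10 min with Steady-Glo reagent; evaluation: % reporter activation, DMSO baseline versus tunicamycin full activation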
CXCR6 block – CXCR6 (human) receptor inhibition | O00574 | CHO-K1 PathHunter CXCR6 beta-arrestin, luminescence | inhibition, % at 20 µM | hit rate 0.36% among 360,000 | AID 602244; in the data active = inhibition above about 34%, passing the limit was not always enough;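 also: antagonist mode with CXCL16 agonist at 10 nM final; 0% = 10 nM CXCL16 with DMSO and 100% = unstimulated wells without agonist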
Target sequence (O00574 whole entry, looked up): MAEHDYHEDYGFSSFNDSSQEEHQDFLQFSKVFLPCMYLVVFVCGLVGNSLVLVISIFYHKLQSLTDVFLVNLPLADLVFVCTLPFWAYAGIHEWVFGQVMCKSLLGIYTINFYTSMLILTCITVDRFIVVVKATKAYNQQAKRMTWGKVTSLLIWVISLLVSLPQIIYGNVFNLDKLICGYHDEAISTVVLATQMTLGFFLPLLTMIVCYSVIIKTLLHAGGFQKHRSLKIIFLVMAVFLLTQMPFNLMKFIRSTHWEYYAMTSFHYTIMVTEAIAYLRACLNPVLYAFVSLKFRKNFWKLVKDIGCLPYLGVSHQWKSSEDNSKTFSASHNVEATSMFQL
APJ antagonist – APJ receptor antagonism; P35414; CHO-K1 APJ beta-arrestin complementation, luminescence; inhibition, % at 20 µM; hit rate 0.32% among 330,000; AID 2521;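 active = inhibition above about 40% at 20 µM, limit read from the data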;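 also: cells challenged with 10 nM apelin-13 agonist together with compound; plate controls were apelin-13 plus DMSO wells for no effect and DMSO wells lacking apelin-13 for full effect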
* = called active by the depositor. Only part of the results is shown. The share of hits here may be higher or lower than overall.

mol,UPR CHOP act,APJ ag,Mdm2-MdmX inh,tim23-1 inh,CXCR6 block,XBP1 UPR activ,EBI2 antag,APJ antagonist,CCR6 antagonist
CCc1cc(C(=O)N/N=C/c2ccc(OC)cc2)c2ccccc2n1,-1.1,-4,19,3,6,5,8,-8,7
O=C(Nc1ccc(S(=O)(=O)NCc2ccccc2)cc1)c1ccc(Br)o1,-2.2,6,37,14,-10,-2,-9,3,7
COc1ccc2cc(Br)ccc2c1CC(=O)NCCCN1CCOCC1,-0.8,-5,22,1,8,-1,-4,2,-15
O=C(C1=C(O)C(=O)N(CC2CCCO2)C1c1ccccc1F)c1ccco1 (stereo unspecified),-0.8,-1,-6,-3,1,-7,-4,5,5
O=C(Nc1nccs1)c1cccc(NC(=O)c2ccco2)c1,-0.5,-3,16,24,-2,-2,5,1,1
COCCN(C(=O)c1csnn1)C(C(=O)NC1CCCC1)c1ccccc1F (stereo unspecified),2.2,1,12,12,6,-2,-1,53*,6
CCc1ccc(OCCCC(=O)Nc2cccc(C(=O)O)c2)cc1,0.1,-3,19,8,-5,0,2,5,4
Cc1ccc(OCC(=O)N2c3ccccc3CC2C)c([N+](=O)[O-])n1 (stereo unspecified),0.6,-2,-3,12,6,3,-11,-1,-7
CCC(=O)Nc1sc2c(c1C(=O)OC)CCN(Cc1ccccc1)C2,-0.3,-2,-20,19,6,0,1,-4,13
CCCC1NC(=O)NC(C)=C1C(=O)OCC (stereo unspecified),-0.6,-4,12,-4,8,-3,-1,11,-22

Reprinted from the part before: 2 entries, then new ones.
mol,UPR CHOP act,APJ ag,Mdm2-MdmX inh,tim23-1 inh,CXCR6 block,XBP1 UPR activ,EBI2 antag,APJ antagonist,CCR6 antagonist
CCC(=O)Nc1sc2c(c1C(=O)OC)CCN(Cc1ccccc1)C2,-0.3,-2,-20,19,6,0,1,-4,13
CCCC1NC(=O)NC(C)=C1C(=O)OCC (stereo unspecified),-0.6,-4,12,-4,8,-3,-1,11,-22
O=C(Nc1cc([N+](=O)[O-])ccc1F)c1cccs1,-0.5,-3,3,19,4,-2,-8,24,-2
CCOC(=O)C1=C(CC)Nc2ccccc2N=C1NC(=O)c1ccc(S(=O)(=O)N2CCCC2)cc1,3.5,1,29,19,-10,-1,9,-18,-4
COc1ccccc1C(=O)NC(=O)COC(=O)c1ccc(Cl)nc1,1.1,2,21,-13,-6,0,-12,7,12
O=C(NCCc1ccccc1)C1CCN(S(=O)(=O)c2ccc(-n3cnnn3)cc2)CC1,0.0,-4,-5,4,0,1,-9,7,-21
COc1cccc(C(C(=O)NC(C)(C)C)N(CCC(C)C)C(=O)CCC(=O)Nc2cc(C)on2)c1OC (stereo unspecified),-2.0,-1,8,3,4,-2,2,3,3
CC(NC(=O)Cc1ccccc1)c1ccccc1 (stereo unspecified),0.6,-5,2,3,5,-5,-8,5,5
O=C(NC(=S)Nc1ccccn1)c1ccc(-c2ccccc2)cc1,5.3,0,-29,24,6,-2,22,2,12
COC(=O)CSc1nnc(-c2c[nH]c3ccccc23)o1,2.9,-1,18,20,-2,0,1,-2,-2
Cc1cc(C)n(-c2ccc(NC(=O)C3CCCCN3C(=O)c3ccc(C)s3)cc2)n1 (stereo unspecified),1.9,-1,19,9,6,-2,5,-6,-6
Cc1ccc(C(=O)OCC(=O)NC2CC2)s1,3.4,-2,26,14,-4,1,-10,4,-3

New compounds follow.
mol,UPR CHOP act,APJ ag,Mdm2-MdmX inh,tim23-1 inh,CXCR6 block,XBP1 UPR activ,EBI2 antag,APJ antagonist,CCR6 antagonist
COc1cccc(CNC(=O)CCNC(=O)N2CCn3c2nc2ccccc23)c1,-0.2,4,6,-11,1,-6,2,24,18
O=C1c2cnc3nc(SCc4cccc(Cl)c4)nn3c2CC2c3ccccc3CCN12 (stereo unspecified),0.8,-7,15,-8,16,1,42*,22,23
CCC(C)NC(=O)C1c2ccccc2C(=O)N1Cc1ccccc1 (stereo unspecified),-0.4,-1,6,-6,-5,-5,10,1,7
O=S(NCc1ccccc1)C12CC3CC(CC(C3)C1)C2 (stereo unspecified),1.7,-2,17,25,0,3,-7,5,0
COc1ccc(C2NC(=O)C(C)S2)cc1 (stereo unspecified),-1.4,-2,15,5,-2,-2,0,-30,-23
CCNc1ccc(S(=O)(=O)NCCN(C)C)cc1[N+](=O)[O-],0.5,-4,25,1,3,-4,-16,18,1
COc1cc(/C=C2\C(=O)N(c3ccc(NC(C)=O)cc3)N=C2c2ccccc2)ccc1O,-2.7,-4,14,26,46*,-6,9,40,48
COc1ccc(NS(=O)(=O)c2ccc(N3CC(O)=C(c4ccccc4)C3=N)cc2)cc1,1.9,-3,17,8,10,0,7,-4,16
NC(=O)c1ccsc1NC(=O)CN1C(=O)C2CC=CCC2C1=O (stereo unspecified),1.7,1,-8,7,0,1,6,-4,-29
O=c1[nH]c2c(s1)C=Nc1ccccc1N2,-2.0,1,3,7,6,-2,1,10,13

Further results.
mol,UPR CHOP act,APJ ag,Mdm2-MdmX inh,tim23-1 inh,CXCR6 block,XBP1 UPR activ,EBI2 antag,APJ antagonist,CCR6 antagonist
CCN(CC)S(=O)(=O)c1ccc(N2CC(C(=O)N3Cc4ccccc4CC3C(N)=O)CC2=O)cc1 (stereo unspecified),1.3,-3,11,9,4,0,2,-14,1
CC(C)CN(C(=O)COC(=O)c1ccc(-c2ccccc2)cc1)C1CCS(=O)(=O)C1 (stereo unspecified),-0.8,0,-2,8,0,-2,7,11,3
COc1ccc(C(=O)Cn2ccsc2=NC(C)=O)cc1,2.7,-3,2,10,-2,1,-4,11,21
COc1ccc(-n2ccnc(SCC(=O)NC3CCCC3)c2=O)cc1,0.6,-2,-22,5,-2,3,-19,10,9
CCOc1nc2ccccc2cc1/C=C/C(=O)O,0.1,0,-6,34,-6,1,8,-12,-8
Cc1cc(/C=N/n2cnnc2)c(C)n1-c1ccccc1,-0.1,-2,29,-7,8,1,-14,6,-5
COC(=O)c1cc(NC(=O)c2ccc(F)cc2)cc(C(=O)OC)c1,2.3,-3,12,22,-2,-3,9,-2,7
CN(C)C(=O)COC(=O)c1ccccc1NC(=O)c1ccco1,0.3,-3,-11,21,0,3,-1,-32,-9
CN1CCN(C2Cc3cc(Cl)ccc3Sc3cc(F)ccc32)CC1 (stereo unspecified),1.6,0,54*,10,4,4,-6,8,17
Cc1ccsc1/C=N/NC(=O)c1sccc1C,4.3,-1,-47,11,0,0,1,6,21

Further compounds follow.
mol,UPR CHOP act,APJ ag,Mdm2-MdmX inh,tim23-1 inh,CXCR6 block,XBP1 UPR activ,EBI2 antag,APJ antagonist,CCR6 antagonist
Cn1ccnc1SCC(=O)c1ccc(C#N)cc1,0.8,-4,17,6,1,-1,-6,14,12
Cn1c(-c2ccc(F)cc2)cnc1SCC(=O)Nc1ccccc1N1CCOCC1,5.0,-4,-101,4,-6,1,15,19,11
COc1ccc(NC(=O)C2CC(c3ccc(Cl)cc3)=NO2)cc1 (stereo unspecified),0.6,-2,14,1,1,-2,17,-4,3
O=C(COC(=O)c1cc(Br)ccc1O)NC12CC3CC(CC(C3)C1)C2,-0.5,-4,36,6,-2,1,-11,-2,4
CC1C(=O)N2CCCc3cc(NS(=O)(=O)c4ccccc4)cc1c32 (stereo unspecified),0.9,5,3,5,1,5,2,3,-1
COC(=O)c1ccc(NC(=O)C2CC(=O)N(c3ccc(C)cc3)C2)cc1 (stereo unspecified),2.7,0,9,11,-21,-2,1,3,-1
CC(=O)c1ccccc1OCc1ccc(C(=O)c2ccccc2)cc1,1.1,-4,11,29,-15,-2,-19,24,19
CC(C)CNC(=O)C1c2ccccc2Oc2ccccc21,1.9,-5,15,7,4,-2,-5,-2,16
Cc1ccc2cc([N+](=O)[O-])ccc2n1,-1.2,4,6,-5,-1,-1,-8,-12,5
O=C(Nc1ccon1)c1cccc(Cl)c1,0.9,-6,5,27,7,1,5,20,19

Next structures.
mol,UPR CHOP act,APJ ag,Mdm2-MdmX inh,tim23-1 inh,CXCR6 block,XBP1 UPR activ,EBI2 antag,APJ antagonist,CCR6 antagonist
COc1cccc(-c2nnc(SCC(=O)N3CCCC3=O)n2-c2ccccc2)c1,-1.6,-4,7,32,2,0,-1,18,10
O=C(COC(=O)c1ncc(Cl)c(Cl)c1Cl)Nc1ccc(Cl)cn1,-1.5,-3,19,-9,-12,-2,-6,-7,-31
COc1ccc(CNC(=O)CCNS(=O)(=O)c2ccc(Br)s2)cc1,0.3,-2,19,-7,-3,-5,6,-1,9
Cc1ccc(CSc2nc3[nH]ncc3c(=O)[nH]2)cc1,2.6,-2,-38,18,-1,-1,8,9,16
C=CCn1c(Cc2csc(N)n2)nnc1SCC(=O)Nc1ccc(C(=O)OCC)cc1,-0.6,-5,12,-12,-2,3,-24,-16,5
Cc1cccc(NC(=O)c2cc(-c3ccc(C)s3)nc3ccccc23)n1,2.5,-1,73*,38,-5,0,-52,-8,-10
CCN(CC(=O)NCc1ccc(Cl)cc1)C(=O)NCc1ccc(Cl)cc1,-1.9,-1,9,3,4,1,5,-11,-2
Cc1ccn2c(=O)c(C(=O)O)cnc2c1,0.5,1,6,-11,2,1,3,4,13
C=CCn1c(C2CC2)n[nH]c1=S,-0.9,-1,-2,9,-1,1,-4,5,5
COC(=O)C[C@H]1c2cc(C(F)(F)F)ccc2S(=O)(=O)N1C(C)(C)C,0.2,-3,11,22,11,3,-9,-9,13

(further entries)
mol,UPR CHOP act,APJ ag,Mdm2-MdmX inh,tim23-1 inh,CXCR6 block,XBP1 UPR activ,EBI2 antag,APJ antagonist,CCR6 antagonist
OCCN=c1cc(-c2ccccc2)oc2ccc(Cl)cc12,-0.5,-5,-39,12,17,6,16,12,4
COc1cc(OC)c(OC)cc1/C=C(\C#N)C(=O)NCc1cccs1,0.0,-4,14,21,-2,0,-3,14,4
C=CCN1CCN(C(c2cc(OC)ccc2OC)c2nnnn2CC2CCCO2)CC1 (stereo unspecified),1.3,-1,6,-4,3,-4,-2,-14,-2
CCn1ccnc1CN(C)Cc1nc(-c2ccc3c(c2)OCO3)no1,2.4,-4,-31,6,9,0,6,2,-4
C=CCn1c(-c2cc(Cl)ccc2OC)n[nH]c1=S,2.7,1,17,6,12,-2,-3,-15,-1
O=C1CN(C(=O)COC(=O)CNS(=O)(=O)/C=C/c2ccccc2)c2ccccc2N1,1.6,-2,5,9,2,-1,-2,4,-1
COc1ccc([N+](=O)[O-])cc1NC(=O)c1ccc(-n2nc(C)cc2C)cc1,2.4,-5,25,-28,-2,2,1,-10,-9
CCn1cc(C(=O)NC(C)C)c(=O)c2cc(F)c(N3CCN(C(=O)c4ccco4)CC3)cc21,-1.0,1,13,3,8,-1,6,-6,-17
O=C(OCc1nc2ccc(Cl)cc2n1CCO)c1ccccc1,-0.4,-1,-17,-1,-12,-4,-4,-6,15
O=C(N/N=C/c1ccc(-c2ccccc2)o1)c1ccccc1O,4.8,-6,12,-33,9,0,-6,6,20
Cc1sc(NC(=O)c2ccc3ncsc3c2)c(C(N)=O)c1C,3.0,-1,-73,-17,2,4,15,18,6
